Compound activity deposited in PubChem by National Center for Advancing Translational Sciences (NCATS).
EPAC1 agonist – qHTS for Agonist of cAMP-regulated guanine nucleotide exchange factor 3 (EPAC1): primary screen; Rap guanine nucleotide exchange factor 3 (Homo sapiens), O95398; EPAC1 agonist qHTS, biochemical assay; response scale: 100% = response to 6.5 mM cAMP; Potency, µM (highest dose often 154 µM), for inactives: top-dose activation, actives largely listed as activators; 360,000 compounds, 0.073% hits; note: potency is the fitted concentration of half-maximal effect; nearly all actives have a fitted effect of over 60% in size
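Read-out is the fluorescence drop as BODIPY-GDP leaves Rap1B (480 nm excitation, 540 nm emission), recorded every 5 minutes over 30 minutes. Reactions held 100 nM EPAC1, 250 nM Rap1B–BODIPY-GDP and 50 uM GDP, with 6.5 mM cAMP setting full activation.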
aSyn yeast inh – qHTS of alpha-syn Inhibitors; Yeast expressing alpha-synuclein, growth rescue, BacTiter-Glo, 24 h; 370,000 compounds, 0.14% hits; Potency, µM (titrated, usually from 46.1 µM), for the others: at the highest dose growth rescue (activation), actives largely listed as activators; note: potency is the fitted concentration of half-maximal effect; % of control where 0% means no effect; nearly all actives have a fitted effect of over 65% in size
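Rescue of yeast growth: cells expressing toxic alpha-synuclein, induced in galactose at OD600 0.02, incubated with compound 24 h at 30 C. ATP luminescence quantified growth; inhibitors of toxicity appear as activators.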
PLK1 PBD block – qHTS for Inhibitors of PLK1-PDB (polo-like kinase 1 - polo-box domain): Primary Screen | Serine/threonine-protein kinase PLK1 (Homo sapiens), P53350 | Plk1 PBD binding of FITC phosphopeptide, fluorescence polarization | Potency, µM, for the others: max response, negative = inhibition, hits mostly inhibitors | 360,000 compounds, 2.8% hits | AID 720504, 2013; note: potency is the fitted concentration of half-maximal effect; series mostly up to about 57 µM; % is set by controls: 0 for no effect and ±100 for the full control effect; nearly all actives have a fitted effect of over 65% in size
Target sequence (P53350 whole entry, looked up, the tested form may be a part): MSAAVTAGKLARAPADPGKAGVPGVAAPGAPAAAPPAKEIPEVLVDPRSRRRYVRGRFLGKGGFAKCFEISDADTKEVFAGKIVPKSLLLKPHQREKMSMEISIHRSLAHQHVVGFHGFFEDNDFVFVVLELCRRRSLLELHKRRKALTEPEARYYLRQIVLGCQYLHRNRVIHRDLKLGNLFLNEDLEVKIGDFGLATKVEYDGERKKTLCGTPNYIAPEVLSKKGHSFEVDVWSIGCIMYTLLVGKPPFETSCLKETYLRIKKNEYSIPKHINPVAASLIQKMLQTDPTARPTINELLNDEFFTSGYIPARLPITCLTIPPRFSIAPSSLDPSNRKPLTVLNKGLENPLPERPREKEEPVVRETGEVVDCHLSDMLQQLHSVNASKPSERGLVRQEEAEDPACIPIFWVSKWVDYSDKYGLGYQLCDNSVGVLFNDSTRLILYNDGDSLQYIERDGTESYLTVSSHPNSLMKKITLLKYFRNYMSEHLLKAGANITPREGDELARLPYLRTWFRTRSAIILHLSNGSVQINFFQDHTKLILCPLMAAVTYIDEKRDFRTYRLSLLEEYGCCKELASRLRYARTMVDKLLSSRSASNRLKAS
IL-2 act – qHTS of IL-2 Activators. IL-2 activation reporter assay, cell-based qHTS; stimulated with anti-CD3/CD4/CD28 beads; in transgenic mouse T cells. activation, % (series mostly up to about 46 µM). 360,000 compounds, 0.065% hits. AID 652025, 2013; in the data active = activation above about 50%; inconclusive = mostly about 30% to 49%; note: 0% is about no effect
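Unstimulated transgenic mouse T cells preincubated 60 min with compound, then stimulated with anti-CD3/anti-CD4-coated beads plus anti-CD28 for 18 h at 37 degrees C. IL-2 response read as EGFP and DsRed fluorescence by plate cytometry.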
Abeta rescue – qHTS for compounds that reverse cellular toxicity of Amyloid beta (A-beta) peptide in yeast: Primary Screen; 410,000 compounds, 0.063% hits; yeast expressing A-beta42, growth rescue, OD600, 48 h; response scale: 0% DMSO, 100% iron-clioquinol control; Potency, µM (titrated, usually from 46.1 µM), for inactives: top-dose growth rescue, most hits filed as activators; note: potency is the fitted concentration of half-maximal effect; nearly all actives have a fitted effect of over 55% in size
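Yeast A-beta toxicity model in growth medium with pinned compounds, 48 h at 30 C; growth read as absorbance at 600 nm. Normalized to FeCl3/clioquinol equimolar mix (positive) and DMSO (negative).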
EPAC1 antagonist – qHTS for Antagonist of cAMP-regulated guanine nucleotide exchange factor 3 (EPAC1): primary screen; Rap guanine nucleotide exchange factor 3 (Homo sapiens), O95398; EPAC1 GEF assay, Rap1b-BODIPY-GDP exchange fluorescence; Potency, µM (top dose mostly 115 µM), inactives show at the top dose activity change, negative = inhibition, actives largely listed as inhibitors; 360,000 compounds, 0.14% hits;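 note: potency is the fitted concentration of half-maximal effect; plate controls were vehicle for no effect and positive control for full effect; nearly all actives have a fitted effect of over 50% in size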
PI5P4Ka inh – qHTS for Inhibitors of phosphatidylinositol 5-phosphate 4-kinase (PI5P4K); Phosphatidylinositol 5-phosphate 4-kinase type-2 alpha (Homo sapiens), P48426; PI5P4Kalpha enzyme, ADP-Glo luminescence, 60 min; active compounds read low; max response, %; 330,000 compounds, 1.2% hits; AID 652105, 2013; active = max response of -50% or lower; inconclusive = between -30% and -50%; inactive = -30% or higher; note: value at the top dose of about 77 µM; % is set by controls: 0 for no effect and ±100 for the full control effect
Target sequence (P48426 whole entry, looked up): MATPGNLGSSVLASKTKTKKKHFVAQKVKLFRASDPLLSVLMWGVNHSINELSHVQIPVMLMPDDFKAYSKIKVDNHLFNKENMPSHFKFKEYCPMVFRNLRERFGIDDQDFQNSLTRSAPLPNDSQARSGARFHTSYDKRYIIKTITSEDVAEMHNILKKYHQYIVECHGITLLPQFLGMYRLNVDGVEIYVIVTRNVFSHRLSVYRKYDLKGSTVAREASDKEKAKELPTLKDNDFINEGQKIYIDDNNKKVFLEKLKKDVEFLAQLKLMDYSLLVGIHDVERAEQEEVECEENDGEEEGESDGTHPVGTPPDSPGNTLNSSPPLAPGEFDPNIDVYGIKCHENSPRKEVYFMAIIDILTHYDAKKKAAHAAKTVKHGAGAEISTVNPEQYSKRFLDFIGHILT
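Enzyme plus substrate dispensed, test compounds pinned in, then ATP (5 microM final) added. After 60 min at RT, ADP-Glo reagent 1 for 45 min and reagent 2 for 30 min preceded luminescence imaging.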
FUS suppressor – qHTS for Suppressors of FUS Proteinopathy: Primary screen using FUS-linked yeast assay | S. cerevisiae FUS-expressing, growth rescue, OD600, 24 h | Potency, µM (series often up to 76.6 µM), for the others: at the highest dose growth rescue (activation), most hits filed as activators | 390,000 compounds, 0.24% hits;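 note: potency is the fitted concentration of half-maximal effect; plate controls were DMSO vehicle for no effect and reference control for full effect; nearly all actives have a fitted effect of over 55% in size; some results filed as inactive show a strong effect at the top dose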
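Compound concentration series was pinned onto galactose-induced FUS-expressing yeast seeded at OD 0.005. Plates sat 24hr at 30C; absorbance at 600 nm gave growth. DMSO served as background control.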
WRN inhibitor – qHTS for Inhibitors of WRN Helicase; Bifunctional 3'-5' exonuclease/ATP-dependent helicase WRN (Homo sapiens), Q14191; WRN helicase unwinding, fluorescent forked duplex, kinetic; Potency, µM (top dose mostly 114 µM), without a hit: top-dose activity change, negative = inhibition, usual class: inhibitors; 360,000 compounds, 0.46% hits; note: potency is the fitted concentration of half-maximal effect; % is set by controls: 0 for no effect and ±100 for the full control effect; nearly all actives have a fitted effect of over 55% in size
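Fluorescence dequenching readout, ex 525 nm/em 598 nm, kinetic mode: forked duplex DNA (100 nM final) with adjacent fluorophore and quencher unwound by WRN (20 nM final) with 2 mM ATP. Compound preincubation 15 min, room temperature.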
* = called active by the depositor; ? = inconclusive; / = not tested or not shown; [ ] = remark or other dose. Unless noted, calls come from the whole dose curve; as a rule, active = well fitted curve in the direction sought with a large enough effect; inconclusive = small, poorly fitted or top-dose-only effect, or another doubt; inactive = no such curve, though single readings can be large; an effect the other way counts as inactive or inconclusive. The order is random, and some 4.1% of all compounds hit somewhere here.

SMILES	EPAC1 agonist	aSyn yeast inh	PLK1 PBD block	IL-2 act	Abeta rescue	EPAC1 antagonist	PI5P4Ka inh	FUS suppressor	WRN inhibitor
CC(C)c1ccc(NC(=O)C(c2ccccc2)N(C)C(=O)CCc2c[nH]c3ccccc23)cc1 (stereo not given)	-12%	8%	0%	1.3	-1%	-24%	0	25%	-3%
COc1ccc(S(=O)(=O)N2CCN(C(=O)c3ccco3)CC2)c(C)c1C	4%	1%	1%	0.3	18%	-15%	0	18%	1%
COc1ccc(C2Nc3ccccc3C(=O)N2NS(C)(=O)=O)cc1 (stereo not given)	-11%	-10%	-5%	-0.4	-3%	-5%	7	10%	-9%
Cc1nn(-c2ccccc2)c(C)c1/C=N/NC(=O)CSc1nc2ccccc2c(=O)n1-c1ccccc1	9%	-8%	-7%	-0.7	-1%	-2%	-9	4%	-32%[57.1 µM]
COc1ccc(NC(=O)CSc2cc(C)nc3c(-c4ccccc4)cnn23)cc1	2%	2%	-6%	-0.6	1%	0%	3	7%	-3%
Cc1nn2cnc3sc4c(c3c2nc1=O)CCCC4	-7%	-7%	-4%	0.0	-20%	12%	0	-8%	2%
O=C(c1ccc2ccccc2c1)C1CCCN(C(=O)CCn2cnnn2)C1 (stereo not given)	8%	-7%	-9%	-2.3	12%	4%	-1	-5%	5%
O=C(Nc1nnc(SCC(=O)N2CCOCC2)s1)c1ccccc1Cl	-3%	3%	-6%	-1.1	1%	10%	/	15%	-2%
COc1cccc(CNC(=O)Cc2ccc(OC)c(S(=O)(=O)N3CCOCC3)c2)c1	-2%	-2%	-6%	0.0	3%	?	5	-3%	-12%
COc1ccc(C2=Nc3ccccc3C2(O)CCN2C(=O)c3ccccc3C2=O)cc1 (stereo not given)	12%	-1%	-18%	-0.3	-1%	3%	-4	20%	-1%
Cc1nn(-c2ccccc2C(F)(F)F)c(=O)c2noc(C)c12	4%	5%	-1%	0.5	4%	16%	-4	-13%	0%
CCOC(=O)c1cc(C(C)(C)C)n(CCCN2CCOCC2)c1C	-11%	-4%	4%	-0.1	1%	-2%	-1	22%	6%
COc1ccc(CNCc2cccc(Cl)c2)cc1	1%	-2%	-10%	-2.3	-13%	-7%	-3	-4%	-33%[57.1 µM]
Cc1cc(S(=O)(=O)Nc2ccc(C(=O)NCC(c3ccco3)N3CCCC3)cc2)ccc1F (stereo not given)	-15%	0%	-2%	-2.2	-6%	-20%	0	-8%	2%
CCCC1(C(=O)O)NC(c2ccccc2O)C2C(=O)N(Cc3ccccc3)C(=O)C21 (stereo not given)	-14%	-1%	-4%	-2.1	2%	?	-2	-5%	-11%
O=C(COC(=O)c1ccc(OC(F)(F)F)cc1)Nc1ncccn1	5%	6%	-14%	-1.6	0%	-2%	0	/	?
COC(=O)CCC(=O)Nc1nnc(C(F)(F)F)s1	3%	2%	-27%	4.1	3%	7%	0	-11%	-1%
CCOC(=O)c1ccc(NC(=O)c2cn(CCC#N)nc2-c2ccc3c(c2)OCCO3)cc1	6%	-2%	-5%	5.2	17%	-26%	11	6%	-10%
Cc1ccc(NC(=O)C2CC(=O)NC(N3CCCCC3)=N2)cc1Cl (stereo not given)	1%	2%	0%	-1.5	22%	8%	0	2%	7%
COc1cccc(NC(=O)Nc2nc(-c3ccc(OC)c(OC)c3)cs2)c1	17%	-17%	-12%	-3.9	10%	?	-7	?	-12%
Cc1ccc(NC(=O)CN(C)C(=O)CSc2ccc3c(c2)OCCO3)cc1	-15%	7%[1.84 µM]	?	2.8	29%	17%	0	19%	6%
O=C(CN1C(=O)C(=O)c2ccccc21)c1ccc(Cl)cc1	-2%	15%	-8%	0.0	3%	-11%	1	-17%	5%
O=C(O)/C=C/c1cn(Cc2ccccc2)nc1-c1cccs1	2%	7%	1%	1.3	12%	9%	1	12%	-3%
Cc1cc(C(=O)N/N=C/c2ccc[nH]2)no1	14%	-4%	-6%	-5.3	3%	-17%	-6	/	-18%
O=C(/C=C/c1ccc(Br)cc1)NC(=S)N1CCOCC1	0%	-5%	-4%	-3.8	3%	10%	0	-10%	4%
COc1ccccc1OCc1ccc(C(=O)N2CCN(C)CC2)o1	7%	2%	2%	-0.7	5%	7%	2	/	-6%
CN(C)S(=O)(=O)c1cccc(COC(=O)CN2CCCCCC2=O)c1	15%	-17%	-4%	1.8	-4%	-3%	-14	-25%	-7%[57.1 µM]
CC(=O)SC(C)CC(=O)Nc1ccccc1 (stereo not given)	1%	1%	-8%	-2.1	-9%	-13%	3	1%	8%
O=C(NN1C(=O)/C(=C/c2cccs2)SC1=S)c1cccnc1	10%	6%	-15%	-0.2	10%	-4%	-23	-11%	-10%
COc1ccc2nc(SCC(=O)/C(C#N)=C(\C)N)[nH]c2c1	-7%	0%	-5%	-0.5	-15%	-15%	-13	/	-22%
CCc1ccc(NC(=O)Nc2c(C)n(C)n(-c3ccccc3)c2=O)cc1	6%	-2%	-13%	5.0	-14%	0%	-6	19%	-22%
Cc1csc2c(=O)sc(NC(=O)c3ccc(F)cc3Cl)nc12	-5%	-1%	-19%	-3.4	2%	?	-1	-3%	-17%
CN(C)S(=O)(=O)c1ccc(C(=O)NCc2nc3ccccc3s2)cc1	-5%	2%	1%	-0.3	5%	-10%	-6	11%	-2%
CCOc1ccc(S(=O)(=O)N(C)c2ccc(OCC(=O)NCC3CCCO3)cc2)cc1 (stereo not given)	-7%	3%	-1%	3.3	-12%	-2%	0	15%	0%
Cc1cccc([C@@H]2C[C@H]3CN(Cc4cccc(Cl)c4)C(=O)[C@]34CCCN24)n1	5%	7%	-4%	-2.2	-3%	5%	-4	15%	-8%
COC(=O)c1ccc(NC(=O)C23CC4CC(C2)CC(n2cnc(Cl)n2)(C4)C3)cc1	6%	11%	24µM*	-0.3	-2%	-8%	-24	3%	-8%
COc1ccccc1N1CCN(C(=O)c2cc(C(=O)N3CCN(c4ccccc4OC)CC3)cc([N+](=O)[O-])c2)CC1	0%	0%	-5%	-3.3	-3%	-9%	-3	-17%	2%
CC(=O)Nc1ccc(S(=O)(=O)NCc2nc(-c3ccc(C)cc3)no2)cc1	-1%	4%	3%	0.5	7%	-4%	6	3%	-3%
COCC(=O)N(Cc1cc2cccc(C)c2[nH]c1=O)c1ccccc1	9%	-7%	-5%	-0.5	7%	4%	0	7%	7%
CCN(CC)CC(C)OC(=O)COc1ccc(OC)cc1 (stereo not given)	0%	-2%	-2%	0.1	21%	0%	/	7%	1%
CC(C)(C)C(=O)N1CCC2CC1c1cc(-c3ccc4c(c3)OCO4)ccc12 (stereo not given)	-9%	7%	-5%	-0.8	-8%	-9%	2	?	-3%
O=C(CNC(=O)c1ccc(Cl)cc1)NCc1ccccn1	14%	0%	-3%	-0.6	-9%	-1%	3	-7%	0%
COc1cc(OC)cc(C(=O)N[C@H](C(=O)NC23CC4CC(CC(C4)C2)C3)C(C)C)c1	-10%	-4%	-5%	-3.0	-15%	5%	/	38%	-2%
O=C(C1=C[C@H](C2CC2)C[C@H](OCc2ccc(CO)cc2)O1)N1CCN(Cc2ccc3c(c2)OCO3)CC1	-2%	5%	-15%	-0.5	-1%	-11%	-2	-3%	3%
O=C(Nc1cccc2ccccc12)c1ccc2sc([C@@H]3O[C@H](CO)[C@H](O)[C@H](O)[C@H]3O)nc2c1	5%	2%	-15%	-0.4	-13%	-10%	0	-15%	10%[57.1 µM]
CCCN(CC(=O)Nc1ccc(Cl)cc1Cl)C(=O)/C=C/c1cc(OC)ccc1OC	9%	1%	8%	1.3	0%	2%	4	/	-17%
CCOC(=O)CN1C(=O)C(=O)N(Cc2cccc(C)c2)C1=O	10%	0%	-4%	-1.5	13%	1%	-2	-27%	-5%
O=C(c1c[nH]c(C(=O)N2CCN(c3ccccc3F)CC2)c1)c1cccc(Cl)c1Cl	11%	?	-4%	0.2	3.2µM*	-26%	14	41%	-10%
O=C(Nc1cccc(O)c1)c1cc(S(=O)(=O)N2CCCC2)ccc1Cl	0%	3%	-1%	1.7	19%	2%	5	-6%	-1%
CCCCNC(=O)CCCN1C(=O)c2cccnc2Sc2ccccc21	-6%	9%	-1%	12	3%	2%	3	13%	-3%
O=C(CNc1ccc(Br)cc1)NC(=O)NC1CCCCC1	3%	3%	7%	-2.5	4%	-27%	13	6%	-15%
CC1(c2ccccc2)NC(=O)N(CC(=O)NCCN2C(=O)S/C(=C\c3cccnc3)C2=O)C1=O (stereo not given)	7%	1%	-10%	1.6	-4%	-2%	-2	-2%	-1%
Cc1cc(C)nc(NS(=O)(=O)c2ccc(N3Cc4ccccc4C3=O)cc2)n1	8%	-9%	-15%	1.1	-9%	-3%	0	6%	-16%

Compounds shown so far that contain a tert-butyl group:
SMILES	EPAC1 agonist	aSyn yeast inh	PLK1 PBD block	IL-2 act	Abeta rescue	EPAC1 antagonist	PI5P4Ka inh	FUS suppressor	WRN inhibitor
CCOC(=O)c1cc(C(C)(C)C)n(CCCN2CCOCC2)c1C	-11%	-4%	4%	-0.1	1%	-2%	-1	22%	6%
CC(C)(C)C(=O)N1CCC2CC1c1cc(-c3ccc4c(c3)OCO4)ccc12 (stereo not given)	-9%	7%	-5%	-0.8	-8%	-9%	2	?	-3%
